Source: PubChem BioAssay
TcdB GH inh: TcdB glycohydrolase inhibitors, primary screen, biochemical, single point, plate reader | TcdB glycohydrolase enzymatic assay | inhibition, % at 9.99 µM | 350,000 compounds, 0.24% hits; in the data active = inhibition above about 10%
* hit, by the source's call. The list is partial. The share of hits here may be higher or lower than overall.

SMILES	TcdB GH inh
O=C(C[C@H]1C[C@@H]2c3cc(NC(=O)Cc4ccncc4)ccc3O[C@@H]2[C@H](CO)O1)NCc1ccccn1	-0.6
O=C(C[C@H]1C[C@@H]2c3cc(NC(=O)Nc4ccccc4F)ccc3O[C@@H]2[C@H](CO)O1)NC1CCCCC1	-0.8
O=C(C[C@@H]1C[C@@H]2c3cc(NC(=O)Nc4ccccc4)ccc3O[C@@H]2[C@@H](CO)O1)NC1CCCC1	-0.1
CCCC#Cc1cnc2c(c1)C(=O)N([C@@H](C)CO)C[C@@H](C)[C@@H](CN(C)C(=O)C1CCC1)O2	-0.4
CO[C@H](CN(C)C(=O)C1CCOCC1)[C@H](C)CN(C(=O)Nc1ccc(C(F)(F)F)cc1)[C@H](C)CO	-0.3
COc1ccc(S(=O)(=O)Nc2ccc3c(c2)CC(=O)N([C@@H](C)CO)C[C@H](C)[C@@H](CN(C)Cc2ccc(C(=O)O)cc2)O3)cc1	-1.1
COc1ccc(NC(=O)Nc2ccc3c(c2)CC(=O)N([C@@H](C)CO)C[C@@H](C)[C@@H](CN(C)Cc2ccc(-c4ccccc4)cc2)O3)cc1	-1.2
Cc1ccccc1S(=O)(=O)N(C)C[C@H]1OCc2ccccc2-c2c(n(C)c3ccccc23)C(=O)N([C@@H](C)CO)C[C@@H]1C	-0.1
C[C@@H]1CN([C@@H](C)CO)C(=O)c2c(c3ccccc3n2C)-c2ccccc2CO[C@@H]1CN(C)C(=O)c1ccc(F)cc1	-1.2
CC(C)C#Cc1ccc2c(c1)O[C@@H](CN(C)C(=O)CC1CC1)[C@@H](C)CN([C@H](C)CO)S2(=O)=O	-0.6
CO[C@H](CN(C)C(=O)c1ccccc1F)[C@H](C)CN([C@H](C)CO)S(=O)(=O)c1ccc(Cl)cc1	1.3
CCCNC(=O)N(C)C[C@@H]1Oc2ncc(/C=C/c3ccccc3)cc2C(=O)N([C@H](C)CO)C[C@H]1C	-1.8
C[C@@H]1CN([C@H](C)CO)C(=O)c2cc(NS(C)(=O)=O)ccc2O[C@@H](C)CCCCO[C@@H]1CN(C)Cc1ccc(Cl)c(Cl)c1	-0.8
C[C@@H]1CN([C@H](C)CO)C(=O)c2c(c3ccccc3n2C)-c2ccccc2CO[C@@H]1CN(C)S(=O)(=O)c1cn(C)cn1	-0.2
Cc1noc(C)c1NC(=O)Nc1ccc2c(c1)C(=O)N([C@H](C)CO)C[C@@H](C)[C@H](CN(C)C(=O)Nc1cccc3ccccc13)OCCCC[C@H](C)O2	-0.4
O=C(C[C@@H]1CC[C@H](NC(=O)C2CCC2)[C@H](CO)O1)NCCCN1CCOCC1	-0.2
CC(C)NC(=O)N[C@H]1CC[C@H](CCn2cc(-c3ccccc3)nn2)O[C@@H]1CO	-0.4
C[C@H](CO)N1C[C@H](C)[C@@H](CN(C)C(=O)CN(C)C)Oc2ncc(-c3ccc(C#N)cc3)cc2C1=O	0.5
N#C[C@H]1[C@@H](c2ccccc2C2=CCCCC2)[C@H](CO)N1C(=O)C1CCOCC1	0.6
COCC(=O)N1[C@H](CO)[C@@H](c2ccccc2)C12CN(Cc1cc(F)ccc1F)C2	0.3
O=S(=O)(N[C@H]1CC[C@H](CCn2cc(-c3cccc(F)c3)nn2)O[C@@H]1CO)c1ccc(F)cc1	0.0
O=C(Nc1ccccc1F)N1C[C@@H]2[C@H](c3ccccc31)[C@@H](CO)N2C(=O)c1ccccc1F	0.6
C[C@@H]1CN([C@H](C)CO)C(=O)c2cc(NS(=O)(=O)c3ccc(F)cc3)ccc2O[C@H]1CN(C)Cc1ccc(C(=O)Nc2ccccc2N)cc1	-0.1
O=C(C[C@@H]1CC[C@H]2[C@@H](COC[C@@H](O)CN2C(=O)c2ccccc2F)O1)N1CCOCC1	2.2
CO[C@H]1CN(C)C(=O)c2cc(NS(=O)(=O)c3cccc(F)c3)ccc2OC[C@H](C)N(Cc2cc(F)ccc2F)C[C@@H]1C	0.7
O=C(Nc1ccc2c(c1)[C@@H]1C[C@H](CC(=O)N3CCCCC3)O[C@H](CO)[C@@H]1O2)C1CCC1	0.7
O=C(C[C@@H]1C[C@@H]2c3cc(NC(=O)Nc4ccccc4F)ccc3O[C@@H]2[C@H](CO)O1)NC1CCCC1	-0.6
COCC(=O)N(C)C[C@H]1Oc2ncc(/C=C/c3ccccc3)cc2C(=O)N([C@H](C)CO)C[C@@H]1C	-0.3
Cc1ccccc1S(=O)(=O)N1CC[C@@H]2[C@@H](CO)N(C)c3ccc(-c4cccc(C#N)c4)cc3[C@@H]21	-1.1
C[C@@H]1CN([C@H](C)CO)C(=O)c2cc(NC(=O)Nc3cccc4ccccc34)ccc2O[C@@H]1CN(C)C(=O)NC1CCCCC1	0.5

Random excerpt: two compounds from above, in no set order.
SMILES	TcdB GH inh
O=C(Nc1ccc2c(c1)[C@@H]1C[C@H](CC(=O)N3CCCCC3)O[C@H](CO)[C@@H]1O2)C1CCC1	0.7
O=C(C[C@@H]1CC[C@H](NC(=O)C2CCC2)[C@H](CO)O1)NCCCN1CCOCC1	-0.2

Some of the entries so far, comma-delimited:
SMILES,TcdB GH inh
CC(C)NC(=O)N[C@H]1CC[C@H](CCn2cc(-c3ccccc3)nn2)O[C@@H]1CO,-0.4
C[C@H](CO)N1C[C@H](C)[C@@H](CN(C)C(=O)CN(C)C)Oc2ncc(-c3ccc(C#N)cc3)cc2C1=O,0.5
N#C[C@H]1[C@@H](c2ccccc2C2=CCCCC2)[C@H](CO)N1C(=O)C1CCOCC1,0.6
COCC(=O)N1[C@H](CO)[C@@H](c2ccccc2)C12CN(Cc1cc(F)ccc1F)C2,0.3
O=S(=O)(N[C@H]1CC[C@H](CCn2cc(-c3cccc(F)c3)nn2)O[C@@H]1CO)c1ccc(F)cc1,0.0

(more compounds)
SMILES	TcdB GH inh
C[C@H](CO)N1C[C@H](C)[C@H](CN(C)Cc2ccc(C(F)(F)F)cc2)Oc2ccc(NC(=O)NC3CCCCC3)cc2C1=O	-1.1
Cc1noc(C)c1NC(=O)Nc1ccc2c(c1)C(=O)N([C@H](C)CO)C[C@H](C)[C@H](CN(C)Cc1ccc(C(=O)Nc3ccccc3N)cc1)OCCCC[C@@H](C)O2	-2.7
COCC(=O)N1CCC2(CC1)CN(C(=O)CN1CCOCC1)[C@H](CO)c1c2c2ccc(OC)cc2n1C	-2.7
CO[C@@H]1CN(C)C(=O)c2ccc(NC(=O)C3CC3)cc2OC[C@@H](C)N(C(=O)c2ccccn2)C[C@@H]1C	-0.9
C[C@@H]1CCCCO[C@@H](CN(C)Cc2ccc(C(F)(F)F)cc2)[C@@H](C)CN([C@@H](C)CO)C(=O)c2cc(NS(=O)(=O)c3cn(C)cn3)ccc2O1	0.5
C[C@H](CO)N1C[C@H](C)[C@H](CN(C)Cc2ccc(C(=O)Nc3ccccc3N)cc2)Oc2ccc(NC(=O)CCN3CCOCC3)cc2C1=O	-0.7
C[C@@H]1CN([C@H](C)CO)C(=O)c2cc(NC(=O)CCCN(C)C)ccc2O[C@@H](C)CCCCO[C@@H]1CN(C)C(=O)NC1CCCCC1	-0.1
CN1C(=O)c2cc(NC(=O)c3cccc(C#N)c3)ccc2OC[C@H]2O[C@@H](CC(=O)NCCN3CCCC3)CC[C@@H]21	-0.1
C/C=C/c1cnc2c(c1)C(=O)N([C@H](C)CO)C[C@@H](C)[C@@H](CN(C)C(=O)Nc1ccc(F)cc1)O2	0.2
COc1ccc(NC(=O)N2CCCCN3[C@H](CO)[C@@H](c4ccc(C#Cc5ccccn5)cc4)[C@@H]3C2)cc1	-0.3
C[C@@H]1CN([C@@H](C)CO)C(=O)c2cc(C#C[C@@H](C)O)cnc2O[C@@H]1CN(C)Cc1cccc(C(=O)O)c1	0.9
Cc1noc(C)c1NC(=O)N(C)C[C@H]1OCCCC[C@H](C)Oc2ccc(NC(=O)Cc3ccccc3)cc2C(=O)N([C@H](C)CO)C[C@@H]1C	-0.5
C[C@@H]1CN([C@@H](C)CO)S(=O)(=O)c2ccc(-c3cccnc3)cc2O[C@H]1CN(C)C(=O)CC1CC1	-1.2
CN(C)C(=O)c1cccc(-c2ccccc2[C@H]2[C@H](C#N)N(C(=O)C3CCC3)[C@H]2CO)c1	-1.6
CC(C)CC#Cc1ccc2c(c1)O[C@@H](CN(C)S(=O)(=O)c1cccc(F)c1)[C@H](C)CN([C@@H](C)CO)S2(=O)=O	-0.5
COc1ccc(S(=O)(=O)N(C)C[C@H]2OCCCC[C@@H](C)Oc3ccc(NS(=O)(=O)c4ccc(C)cc4)cc3C(=O)N([C@@H](C)CO)C[C@@H]2C)cc1	0.1
O=C(Nc1cc(F)ccc1F)N1CCCCN2[C@@H](CO)[C@H](c3ccc(-c4ccccc4)cc3)[C@@H]2C1	0.4
CN1C(=O)c2cc(NC(=O)c3cnccn3)ccc2OC[C@H]2O[C@@H](CC(=O)Nc3cc(F)ccc3F)CC[C@@H]21	-0.3
COc1ccc(S(=O)(=O)Nc2cccc3c2O[C@@H](CN(C)S(=O)(=O)c2ccc(Cl)cc2)[C@H](C)CN([C@H](C)CO)C3=O)cc1	-3.0
O=C(C[C@H]1C[C@@H]2c3cc(NC(=O)Nc4ccccc4)ccc3O[C@@H]2[C@@H](CO)O1)NCc1ccccc1	-6.3
CN(C)CC(=O)N[C@H]1C=C[C@@H](CC(=O)O)O[C@@H]1CO	-0.3
C[C@H]1CN([C@@H](C)CO)C(=O)c2cc(NC(=O)Nc3ccc(C(F)(F)F)cc3)ccc2O[C@H]1CN(C)Cc1ccncc1	0.3
C[C@@H]1CN([C@H](C)CO)C(=O)c2cc(NC(=O)C3CCCCC3)ccc2O[C@@H](C)CCCCO[C@@H]1CN(C)C(=O)CCCN(C)C	1.2
N#C[C@H]1[C@@H](c2ccc(/C=C/c3ccccc3)cc2)[C@@H](CO)N1C(=O)C1CCOCC1	0.5
O=C(Cc1ccccn1)N[C@H]1CC[C@H](CCn2cc(-c3ccccc3)nn2)O[C@H]1CO	1.8
C[C@@H]1CN([C@H](C)CO)S(=O)(=O)c2ccc(Br)cc2O[C@@H]1CN(C)C(=O)c1cnccn1	-0.3
CC(=O)N(C)C[C@@H]1Oc2ncc(C3=CCCC3)cc2C(=O)N([C@@H](C)CO)C[C@H]1C	0.0
CN1C(=O)c2cc(NC(=O)C3CCOCC3)ccc2OC[C@@H]2O[C@H](CC(=O)NCC3CCCCC3)CC[C@@H]21	0.0
CC(C)CC#Cc1ccc2c(c1)O[C@H](CN(C)C(=O)CC1CC1)[C@H](C)CN([C@H](C)CO)S2(=O)=O	1.1
O=C(C[C@H]1CC[C@H]2[C@@H](COC[C@H](O)CN2C(=O)c2ccncc2)O1)Nc1ccc(-c2ccccc2)cc1	1.3

Some of the entries so far, bar-delimited:
SMILES | TcdB GH inh
CN1C(=O)c2cc(NC(=O)C3CCOCC3)ccc2OC[C@@H]2O[C@H](CC(=O)NCC3CCCCC3)CC[C@@H]21 | 0.0
CC(C)CC#Cc1ccc2c(c1)O[C@H](CN(C)C(=O)CC1CC1)[C@H](C)CN([C@H](C)CO)S2(=O)=O | 1.1

Additional entries:
SMILES	TcdB GH inh
C[C@@H]1CN([C@H](C)CO)C(=O)c2cc(NC(=O)CCC(F)(F)F)ccc2O[C@H]1CN(C)CC1CCCCC1	1.1
O=C(C[C@@H]1CC[C@@H]2[C@H](COC[C@@H](O)CN2Cc2ccccc2F)O1)N1CCc2ccccc2C1	-3.0
CC(=O)N1[C@@H](CO)[C@H](c2ccccc2)[C@@H]1CN(C(=O)c1ccc(F)cc1)C(C)C	-2.9
C[C@@H]1CN([C@H](C)CO)C(=O)c2cccc(N(C)C)c2O[C@@H]1CN(C)C(=O)Nc1cccc2ccccc12	0.1
C[C@@H]1CN([C@H](C)CO)C(=O)Cc2cc(NC(=O)Nc3ccc4c(c3)OCO4)ccc2O[C@@H]1CN(C)S(C)(=O)=O	-0.8
O=C(NCC[C@H]1CC[C@H](NC(=O)C2CC2)[C@@H](CO)O1)c1ccc(F)cc1	-3.1
COc1ccc(NC(=O)Nc2ccc3c(c2)C(=O)N([C@H](C)CO)C[C@H](C)[C@@H](CN(C)S(C)(=O)=O)OCCCC[C@H](C)O3)cc1	0.1
O=C(Nc1ccc2c(c1)OCO2)N[C@H]1CC[C@H](CCNC(=O)C2CCC2)O[C@@H]1CO	0.3
COc1ccc(S(=O)(=O)N(C)C[C@@H]2Oc3ccc(NS(=O)(=O)c4c(C)noc4C)cc3C(=O)N([C@@H](C)CO)C[C@H]2C)cc1	0.7
COCC#Cc1ccc([C@@H]2[C@H]3CN(C(=O)Nc4ccccc4F)CC(=O)N3[C@H]2CO)cc1	0.2
CCNC(=O)C[C@H]1CC[C@@H]2[C@H](COc3ccc(NC(=O)c4ccc5c(c4)OCO5)cc3C(=O)N2C)O1	13*
CC(C)C#Cc1ccc([C@@H]2[C@@H](CO)N3CCCCN(C(=O)c4ccc(F)cc4)C[C@@H]23)cc1	1.6
O=C(C[C@@H]1C=C[C@@H](NC(=O)Nc2cc(F)ccc2F)[C@@H](CO)O1)NCc1ccncn1	0.0
Cc1ccccc1S(=O)(=O)N1CC(=O)N2[C@H](CO)[C@@H](c3ccc(C#CCC(C)C)cc3)[C@@H]2C1	0.0
CNC(=O)C[C@H]1CC[C@H]2[C@@H](COc3ccc(NC(=O)c4ccccc4Cl)cc3C(=O)N2C)O1	-0.8
CO[C@@H]1CN(C)C(=O)c2cc(NS(=O)(=O)c3ccccc3F)ccc2OC[C@@H](C)NC[C@H]1C	0.3
CCCNC[C@@H]1[C@@H](c2ccc(C3=CCCC3)cc2)[C@@H](CO)N1C(=O)C1CCCC1	-0.4
C[C@@H]1CN([C@H](C)CO)C(=O)Cc2cc(NS(=O)(=O)c3ccc(F)cc3)ccc2O[C@H]1CN(C)C(=O)NC1CCCCC1	-0.5
COc1ccc(NC(=O)Nc2ccc3c(c2)C(=O)N([C@H](C)CO)C[C@@H](C)[C@@H](CN(C)S(=O)(=O)c2ccc(OC)cc2)O3)cc1	0.2
CCCC(=O)Nc1ccc2c(c1)OC[C@H](C)N(C(=O)C1CCCC1)C[C@H](C)[C@@H](OC)CN(C)C2=O	0.7
